Screens from PubChem BioAssay.
PglD DTNB: blocks C. jejuni PglD acetyltransferase activity. purified PglD enzyme, DTNB colorimetric CoA detection. inhibition, % at 12.5 µM. actives 0.098% (n = 360,000). AID 602405; in the data active means inhibition above about 16%, passing the limit was not always enough; further: strong numbers were not always called active
PGC1a acetyl inh: PGC1a acetylation modulation, inhibitor mode | U2OS PGC1a acetylation, AlphaScreen anti-acetyl-lysine; with virally co-expressed GCN5 acetyltransferase | AID 651687 | actives 0.17% (n = 350,000) | inhibition, % at 15.6 µM;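 active means every replicate shows inhibition of at least 40%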;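 further: 0% = neutral control wells and 100% = positive control wells; some results beyond the cut were filed as inactive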
Statin myotox sup: suppression of simvastatin myotoxicity; C2C12 myotubes + simvastatin, ATP luminescence, 48 h; scaled: DMSO 0, geranylgeraniol control 100; actives 0.78% (n = 330,000); rescue of ATP level, % at 7.49 µM;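 active means mean ATP rescue above about 67%, or every replicate alone reaching that limit, limit read from the data, passing the limit was not always enough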;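 further: myotubes were challenged with 10 µM simvastatin during compound exposure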
ARNT-TACC3 inh: disruptors of human ARNT/TACC3 interaction. Q9Y6A5. AlphaScreen His-ARNT PAS-B/GST-TACC3 binding, luminescence; TACC3 fragment carries E629A point mutation. inhibition, % at 9.99 µM. actives 0.66% (n = 390,000);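 active means mean inhibition of replicates at least 50% and at least half of replicates each reaching 50%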;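 further: 0% = complete ARNT plus TACC3 wells and 100% = ARNT alone without TACC3; many hits fall short of the cut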
LGR2 antag: inhibitors of bursicon-induced Drosophila LGR2 receptor cAMP signaling; HEK293 LGR2, CRE-luciferase, bursicon-stimulated, 4 h; inhibition, % at 9.99 µM; actives 0.35% (n = 380,000);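 active means drop in luminescence signal, shown as inhibition above about 50% in the replicate tests, limit read from the data, passing the limit was not always enough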;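 further: agonist challenge used bursicon conditioned medium at about half maximal strength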
Cneo AK release: causes C. neoformans cell lysis; actives 0.2% (n = 360,000); lysis activity, % at 15 µM; AID 651654; adenylate kinase release luminescence, 4 h; normalised: neutral wells 0, clomiphene wells 100;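 active means mean lysis activity across replicates of at least 80%, whatever share of replicates individually reach that level; inactive means mean lysis activity below 80%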
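Assay system: log-phase C. neoformans yeast / Quantity: yeast cell density of 5 × 10^6 cells/mL / Medium: fresh YPD growth medium / Compound: single dose / Timing: static 4 h at 37 °C with compound, 1 h detection / Measured by: adenylate kinase release luminescence / Read-out: lysis from increased AK signal / Benchmarks: Clomiphene as positive lysis control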
INS-1E GSIS act: GLuc luminescence reporter in INS-1E cells, primary screen for activators of glucose-dependent secretion of insulin. INS-1E GLuc reporter insulin secretion, 2-3 h. activation, % at 16.6 µM. actives 0.61% (n = 370,000). AID 743287;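 active means lowest replicate activation of at least 40%, so every replicate reaches that level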;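 further: 0% = median of neutral control wells and 100% = median of IBMX positive control wells; some compounds called inactive have numbers as strong as hits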
PAX8 inh HTS: lowers PAX8-driven luciferase in RMG-I cells; inhibition, % at 12.6 µM; actives 1.2% (n = 360,000); RMG-I TPO-luciferase reporter, SteadyGlo, 24 h;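 active means mean replicate inhibition at least 60% with every replicate also reaching 60%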;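 further: luciferase light reporting Pax8 driven TPO promoter activity; plate controls were median of neutral control wells for no effect and mitoxantrone controls for full effect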
Starred values were filed as active, the others as inactive; nt = no result given. Compounds as they come; any-hit rate near 2.9%.

Preview, two compounds:
SMILES	PglD DTNB	PGC1a acetyl inh	Statin myotox sup	ARNT-TACC3 inh	LGR2 antag	Cneo AK release	INS-1E GSIS act	PAX8 inh HTS
O=C(Nc1ccncc1Cl)c1ccncc1	-2.0	4.1	nt	4.0	-4.7	-2.9	13.6	-5.5
COc1ccc(NC(=O)Nc2ccc3c(c2)C(=O)N([C@@H](C)CO)C[C@H](C)[C@H](CN(C)C(=O)Nc2ccc(F)cc2)OCCCC[C@H](C)O3)cc1	-4.4	7.7	15.0	6.8	18.6	-3.0	-5.9	-5.3

Results, repeating the preview:
SMILES	PglD DTNB	PGC1a acetyl inh	Statin myotox sup	ARNT-TACC3 inh	LGR2 antag	Cneo AK release	INS-1E GSIS act	PAX8 inh HTS
O=C(Nc1ccncc1Cl)c1ccncc1	-2.0	4.1	nt	4.0	-4.7	-2.9	13.6	-5.5
COc1ccc(NC(=O)Nc2ccc3c(c2)C(=O)N([C@@H](C)CO)C[C@H](C)[C@H](CN(C)C(=O)Nc2ccc(F)cc2)OCCCC[C@H](C)O3)cc1	-4.4	7.7	15.0	6.8	18.6	-3.0	-5.9	-5.3
O=C(CC(=O)N/N=C/c1c(Cl)cccc1Cl)NCc1cccnc1	-1.8	-3.2	2.7	-5.0	-3.7	2.0	3.7	1.9
O=C(NCc1ccccc1)c1cnc(-c2ccccn2)nc1C(F)(F)F	-3.8	-3.5	5.2	5.1	nt	-0.9	nt	-15.9
CCOc1ccc(N2CC(C(=O)Nc3ccncc3)CC2=O)cc1 (stereo not drawn)	13.7	nt	-0.6	15.3	-12.4	6.1	-1.6	3.7
S=C(NN=Cc1ccccn1)N(Cc1ccccn1)Cc1ccccn1	nt	2.4	2.9	58.7*	-38.6	nt	4.8	20.1
CCc1nc2scc(-c3ccccc3)c2c(=O)n1N	3.9	-1.8	-12.7	-9.5	nt	2.6	nt	nt
CCS(=O)(=O)N1CCC(N2CCN(c3ccccc3)CC2)CC1	-3.1	nt	22.9	-5.4	nt	-0.2	nt	9.2
CC(Nc1ccc(F)cc1F)C(=O)NC(=O)NC1CCCCC1 (stereo not drawn)	nt	-6.9	nt	-2.8	-2.9	nt	-10.9	-5.0
Cc1ccc(S(=O)(=O)n2ccc3c(OCCOCCSCC(NC(=O)OC(C)(C)C)C(=O)O)cccc32)cc1 (stereo not drawn)	-1.0	nt	3.6	-16.9	2.8	-1.8	-9.1	12.2
COc1ccc(CCNC(=O)c2sc(=S)n(C)c2N)cc1	4.7	1.8	10.5	0.2	nt	-3.9	nt	nt
O=C(Cc1ccccc1)N1CC(=O)N2[C@H](CO)[C@@H](c3ccc(-c4cccc(F)c4)cc3)[C@H]2C1	nt	4.6	nt	nt	-1.9	nt	-20.6	20.4
Brc1ccc(-c2nnc(-c3ccccc3)o2)o1	-0.6	15.4	0.1	0.6	nt	-0.4	nt	nt
COc1ccccc1C(c1nnnn1CCc1ccccc1)N1CCCCCC1 (stereo not drawn)	-4.3	-44.5	-49.0	-2.7	nt	6.4	nt	6.7
Cc1nnsc1C(=O)Nc1cccc(Cl)c1	0.4	-10.9	3.9	-0.3	4.7	-10.2	5.3	2.4
CCN(CC)S(=O)(=O)c1ccc2c(c1)c(=O)c(C(=O)NCCc1ccc(OC)c(OC)c1)cn2C	1.8	-6.8	-4.0	-5.1	-4.8	-0.5	-12.2	21.4
CCOC(=O)N/N=C/c1cccc(Cl)c1Cl	-0.8	nt	nt	1.0	-23.1	-8.9	-19.2	-38.0
COc1ccc(OCCOC(=O)CCS(=O)(=O)c2ccc(C)cc2)cc1	-1.5	nt	2.7	-5.2	-3.4	0.8	3.1	-11.3
COc1ccc(C(=O)N/N=C/c2cccnc2)cc1	-5.2	11.2	1.7	5.9	19.2	-2.7	26.1	-23.2
O=C(CN1CCc2ccccc2C1)Nc1ccc(Br)cc1	-4.4	nt	10.1	5.1	nt	-1.7	nt	nt
Cc1ccc(O)c(N=Cc2sc3ccccc3c2Cl)c1	-0.4	nt	3.3	3.7	nt	3.5	nt	-6.0
CCCCN(C(=O)c1ccc2c(c1)OCO2)C1CCS(=O)(=O)C1 (stereo not drawn)	-0.5	-3.4	22.5	-5.0	-12.3	1.8	1.4	3.0
Cc1c(C(=O)N2CCCCC2)c(S(=O)(=O)NCc2ccccc2Cl)c(C)n1C	-1.5	0.3	26.3	-0.7	-9.4	-2.2	7.7	5.7
COc1ccc(NC(=O)Nc2ccc3c(c2)[C@H]2C[C@@H](CC(=O)NCC4CC4)O[C@@H](CO)[C@H]2O3)cc1	-2.4	-3.1	-0.3	-5.8	-19.1	-5.7	-1.8	-33.9
CCOc1ccc(NC(=O)CCC(=O)N/N=C/c2ccc([N+](=O)[O-])s2)cc1	-5.5	-8.0	2.5	-6.1	-6.8	6.3	4.2	nt
Cc1ccccc1-c1ccc([C@@H]2[C@@H](CO)N3C(=O)CN(C(=O)Cc4ccccn4)C[C@@H]23)cc1	nt	12.6	nt	nt	-7.8	nt	-2.7	18.2
O=C(NCCSc1ccccn1)c1ccc(Cl)cc1	-3.8	-34.9	0.8	14.0	-22.7	-0.8	-1.2	-140.4
COCCCn1c(SCC(N)=O)nnc1-c1ccccc1	-3.6	-2.4	17.4	-5.0	nt	2.1	nt	nt
CN(C(=O)COC(=O)/C=C/c1ccc(Cl)c(Cl)c1)c1c(N)n(Cc2ccccc2)c(=O)[nH]c1=O	0.2	nt	-4.4	1.9	11.1	-0.7	22.4	16.7
Cc1ccc(C)c(OCCCCN2CCCCC2)c1	-9.3	-11.3	5.5	-8.9	3.4	-1.1	4.1	4.0
N#Cc1ccc(C23CC4(C2)[C@H](CN(Cc2ccc(-c5ccccc5)cc2)[C@@H]4c2ccccc2)C3c2ccccc2)cc1 (stereo partly drawn)	-5.9	7.2	9.0	-5.6	-3.6	1.3	-11.3	-13.0
Cc1ccc(S(=O)(=O)N(C)C[C@@H]2Oc3ccc(NC(=O)NC(C)C)cc3C(=O)N([C@H](C)CO)C[C@H]2C)cc1	-1.8	4.7	0.3	-5.5	3.4	-2.0	11.7	-31.1
O=C(NCc1cccnc1)c1c(F)c(F)c(F)c(F)c1F	-4.4	nt	nt	-4.9	nt	-0.7	nt	-2.1
O=C(NC(=O)N1CCCc2ccccc21)c1ccccc1	nt	6.9	nt	6.6	-3.5	nt	-13.1	12.1
CCc1ccc(N(CC(=O)Nc2nc3ccc(C)cc3s2)S(=O)(=O)c2c(C)noc2C)cc1	4.7	-21.2	9.8	-2.5	2.0	4.5	-18.1	17.1
CC(=O)c1ccc(NC(=O)CN2CCC(C(=O)c3ccc4c(c3)OCCO4)CC2)cc1	-2.5	-4.2	15.5	-11.5	9.4	0.8	41.3	3.7
CCCNC(=O)C[C@@H]1C[C@H]2c3cc(NC(=O)Nc4ccc(OC)cc4)ccc3O[C@H]2[C@H](CO)O1	3.4	-13.6	-0.2	-1.6	8.7	-6.6	-6.5	5.0
C/C(=N\NC(=S)NCCc1ccccc1)c1cccc(Br)c1	0.2	nt	-2.2	-7.5	5.1	8.7	-9.5	-5.3
CCN1C(=O)[C@@H]2[C@@H](c3ccc(-c4ccc5c(c4)OCO5)c(OC)c3)N3CCCC[C@@]3(C(=O)OC)[C@@H]2C1=O	2.1	5.9	-11.5	4.1	nt	-2.9	nt	7.8
Cc1cc(C)nc(NC(=NCCc2c[nH]c3ccccc23)NC(=O)Nc2ccc(Cl)cc2)n1	2.6	4.4	1.1	-8.5	5.6	1.9	-0.3	-0.7
O=CN1CCN(C(=O)c2cccc([N+](=O)[O-])c2)CC1	-0.2	nt	2.7	2.2	2.5	0.3	3.6	9.8
Cc1ccc(CSCC(=O)NCCc2ccccc2)cc1	-0.8	0.0	nt	-16.6	-5.7	0.7	-25.2	-24.9
CO[C@@H]1CN(C)C(=O)c2ccc(NC(=O)C3CC3)cc2OC[C@@H](C)N(CCC(F)(F)F)C[C@@H]1C	0.3	nt	6.7	-2.6	2.0	-2.1	-12.8	4.6
O=C(NC1CCCCC1)C(c1ccc(F)cc1)N(Cc1ccco1)C(=O)c1ccccn1 (stereo not drawn)	nt	-16.8	nt	-8.8	-13.7	nt	-5.1	14.0
O=C(Nc1ccc2c(c1)OCO2)c1cc(C2CCCN(C(=O)CCc3ccccc3)C2)on1 (stereo not drawn)	1.7	4.2	-4.6	nt	-73.7	-6.4	nt	-82.1

6 entries from above, sorted by the value under PGC1a acetyl inh, falling.
| mol | PGC1a acetyl inh |
| --- | --- |
| O=C(NC(=O)N1CCCc2ccccc21)c1ccccc1 | 6.9 |
| Cc1ccc(S(=O)(=O)N(C)C[C@@H]2Oc3ccc(NC(=O)NC(C)C)cc3C(=O)N([C@H](C)CO)C[C@H]2C)cc1 | 4.7 |
| Cc1cc(C)nc(NC(=NCCc2c[nH]c3ccccc23)NC(=O)Nc2ccc(Cl)cc2)n1 | 4.4 |
| Cc1ccc(CSCC(=O)NCCc2ccccc2)cc1 | 0.0 |
| CCCNC(=O)C[C@@H]1C[C@H]2c3cc(NC(=O)Nc4ccc(OC)cc4)ccc3O[C@H]2[C@H](CO)O1 | -13.6 |
| O=C(NC1CCCCC1)C(c1ccc(F)cc1)N(Cc1ccco1)C(=O)c1ccccn1 (stereo not drawn) | -16.8 |

Going on with the list:
SMILES	PglD DTNB	PGC1a acetyl inh	Statin myotox sup	ARNT-TACC3 inh	LGR2 antag	Cneo AK release	INS-1E GSIS act	PAX8 inh HTS
Cc1ccc(N2CC(C(=O)Nc3ccc(S(=O)(=O)Nc4nccs4)cc3)CC2=O)cc1C (stereo not drawn)	1.0	nt	-2.3	22.6	19.3	-1.7	-6.0	6.9
CN(CC(=O)Nc1ccc(N2CCOCC2)cc1)C(=O)CSc1ccc(Br)cc1	-8.8	nt	-2.9	-31.2	7.8	-1.9	-8.4	12.1
C[C@H]1CN([C@@H](C)CO)C(=O)c2cc(-c3cccnc3)cnc2O[C@H]1CN(C)Cc1ccccc1	nt	0.3	-9.5	nt	3.8	nt	7.8	nt
CSC1=NCCN1C(=O)c1ccco1	2.0	-1.4	-10.8	nt	3.6	-1.0	4.1	-10.6
Cc1noc(C)c1S(=O)(=O)Nc1ccc2c(c1)CC(=O)N([C@@H](C)CO)C[C@H](C)[C@H](CN(C)Cc1ccncc1)O2	2.0	5.3	10.0	-2.8	-34.2	-1.4	17.3	-12.1
CCOc1ccc2oc(C(=O)OCC(=O)NCc3ccc(OC)cc3)c(C)c2c1	-4.3	nt	9.0	-4.4	2.2	0.2	5.2	-6.7
Nc1c(C(=O)NCC2CCCO2)c2nc3ccccc3nc2n1-c1ccccc1 (stereo not drawn)	16.1	-8.8	-60.2	-4.3	13.7	-2.6	-18.8	nt
